Screens from PubChem.
Epigenetic derep – derepresses silenced GFP reporter in murine cells | murine LDR cells, GFP reporter derepression, 30 h | AID 1865 | Potency, µM (series often up to 53.9 µM), for the others: at the highest dose GFP activation, hits mostly activators | hit rate 0.2% among 280,000; active = well fitted activation curve with a large enough effect; inconclusive = small, poorly fitted or top-dose-only effect; note: % of control where 0% means no effect; nearly all actives have a fitted effect of over 60% in size
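Murine LDR cells bearing a silenced CMV-driven GFP reporter were exposed to compound for 30 h at 37 C. After PBS washes, GFP-positive cells (20-120 um objects) counted by laser-scanning microplate cytometry.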
* = called active by the depositor; u = inconclusive. Potency is the fitted concentration of half-maximal effect. Some of the compounds tested; count on the stated rates, not on these rows.

Molecule,Epigenetic derep
COC(=O)c1ccc(NC(=O)CSc2ccc(-c3sc(-c4ccccc4)nc3C)nn2)cc1,0.6%
O=C(NCc1ccccc1Cl)c1cc(-c2ccccc2)n[nH]1,-2.2%
Cc1ccc(NC(=O)C(=O)NCC(c2cccnc2)N2CCOCC2)cc1 (stereo not drawn),0.8%
COc1ccc(-n2cc(C(=O)N(CCN(C)C)Cc3ccccc3)c3ccccc3c2=O)cc1,0.0%
O=C(Cn1cnc2c(nc3n2CCCCC3)c1=O)Nc1cccc(C(F)(F)F)c1,1.2%
COc1ccc(S(=O)(=O)Nc2cccc(-c3ccc(N4CCCCCC4)nn3)c2)cc1OC,-1.7%
CC1=C(C(=O)Nc2cccc(C(F)(F)F)c2)C(c2ccccn2)n2ncnc2N1 (stereo not drawn),-1.7%
COc1cccc(-c2ccc3c(N)c(C(=O)Nc4cc(F)ccc4F)sc3n2)c1,0.4%
CCc1cccc(NC(=O)c2cc(S(=O)(=O)N3CCCCCC3)cn2C)c1,3.4%
Cc1oc(-c2cccc(Br)c2)nc1CSc1nc2ncccc2[nH]1,0.0%

Molecule,Epigenetic derep
CCNC(=O)C1CCCN(c2ncnc3onc(C)c23)C1 (stereo not drawn),-1.3%
Cc1cc(NC(=O)c2oc3c(c2C)-c2[nH]ncc2CC3)ccc1Br,0.0%
CCOC(=O)c1c(S(=O)(=O)N2CCC(C(=O)NCc3cccc(OC)c3)CC2)c(C)n(C)c1C,-1.3%
CCOC(=O)c1cccc(NC(=O)c2sc3nc[nH]c(=O)c3c2C)c1,0.0%
Cc1cc2nc(N(Cc3cccnc3)C(=O)c3ccc(Cl)s3)sc2cc1C,0.7%
Cc1cc2n(n1)CCC(=O)N2Cc1ccc(C(=O)Nc2cccc(C(F)(F)F)c2)cc1,-1.1%
Cc1nn(CCC(=O)NC(C)C)c(=O)c2nn(-c3ccccc3)c(C)c12,5.7%
Cc1ccccc1C(=O)Nc1nnc(SCc2cc(=O)n3ccccc3n2)s1,-0.3%
Cc1ccc(S(=O)(=O)C(CNC(=O)C(=O)NCc2ccc(Cl)cc2)c2cccs2)cc1 (stereo not drawn),u
COc1ccccc1CNC(=O)c1nnn(CC(=O)Nc2c(C)cccc2C)c1N,0.0%

Molecule,Epigenetic derep
CC(=O)N1CCC(N(Cc2ccco2)C(=O)Nc2cccc(C)c2)CC1,1.1%
Cc1cc(Cl)ccc1NC(=O)CS(=O)(=O)c1cccc2nsnc12,0.3%
COc1ccc(N2CCN(C(=O)c3nn(C)c4c3CSc3ccccc3-4)CC2)cc1,-1.6%
Cc1noc(C)c1S(=O)(=O)NCCc1csc2nc(-c3ccc(F)cc3)nn12,-0.7%
Cc1ccc(CNC(=O)CCSCc2cnn(-c3ccccc3)c2-n2cccc2)cc1,0.2%
O=S(=O)(c1ccc2nc(Nc3ccc(F)cc3)ccc2c1)N1CCCC1,-1.7%
COc1cccc(OC(=O)CSc2nnc(-c3ccc4c(c3)OCO4)o2)c1,-4.7%
CCCOc1ccccc1C(=O)Nc1nc2c(s1)CCCC2,0.0%
COc1ccc(S(=O)(=O)NCC(c2ccco2)S(=O)(=O)c2ccc(C)cc2)cc1C (stereo not drawn),2.5%
CCN(CC)C(=O)c1sc2c(c1C)c(=O)n(-c1ccccc1)c(=O)n2CC(=O)Nc1ccc(C)cc1C,-1.3%

Molecule,Epigenetic derep
Cc1ccc(S(=O)(=O)N(C)Cc2nc(-c3ccccc3)oc2C)cc1,-1.4%
O=S(=O)(NCc1ccc(F)cc1)c1ccc(-c2cnc(C3CC3)o2)cc1,-2.6%
Cc1cc(C)cc(OC(C)C(=O)Nc2nonc2-c2ccc(Br)cc2)c1 (stereo not drawn),-0.7%
COc1cc2c(cc1OC)C(COc1cc(C)cc(C)c1)N(C(=O)c1ccc(S(=O)(=O)N3CCCC3)cc1)CC2 (stereo not drawn),-0.3%
O=C1CCCc2cc(S(=O)(=O)NCC3CCC(C(=O)NCc4ccc(F)cc4)CC3)ccc2N1 (stereo not drawn),-2.3%
O=C(CSc1ccc(-c2cccs2)nn1)Nc1ccccc1C(F)(F)F,4.3%
O=S(=O)(Nc1ccc2nc(-c3ccc(F)cc3)oc2c1)c1ccccc1,-3.2%
O=C(CSc1ccc2nnc(CCNS(=O)(=O)c3ccccc3)n2n1)Nc1ccccc1C(F)(F)F,3.7%
Cc1cc(C)cc(OCCSc2nc3ccc(NC(=O)c4cccs4)cc3s2)c1,0.0%
Cc1ccc2nc3sc(C(=O)NCCCN(C)c4ccccc4)cc3cc2c1,-1.7%

Molecule,Epigenetic derep
Cc1ccc(S(=O)(=O)NCCc2cn3ccsc3n2)c(C)c1,0.0%
CCOc1ccc(CCNc2ncnc3onc(-c4ccc(Cl)cc4)c23)cc1,0.0%
CCOc1ccc(CCNC(=O)CCN2N=C(c3ccc(OC)cc3)CCC2=O)cc1OCC,-1.1%
Cc1ccc(NC(=O)CCc2c(C)nn(-c3ccc(N4CCOCC4)nn3)c2C)cc1F,2.8%
Cc1ccc(NC(=O)N2CCC(N3CCN(Cc4ccccc4)C(=O)C3=O)CC2)cc1Cl,-0.2%
COc1ccc(Cc2nc3ccc(C(=O)NCc4ccccc4C)cc3o2)cc1,-1.7%
COc1ccccc1NS(=O)(=O)c1cc2c(cc1Cl)NC(=O)CO2,0.0%
Cc1cccc(N(C)S(=O)(=O)c2nnc(NC(=O)C(C)Oc3ccccc3)s2)c1 (stereo not drawn),0.0%
Cc1cc(=O)c2cc(C(=O)Nc3ccccc3C)ccc2[nH]1,-3.9%
Cc1oc(-c2cccc(Cl)c2)nc1CSc1nc2ncccc2[nH]1,-1.2%

3 compounds drawn at random from the list so far, as already listed:
Molecule,Epigenetic derep
Cc1ccc(NC(=O)CCc2c(C)nn(-c3ccc(N4CCOCC4)nn3)c2C)cc1F,2.8%
COc1ccc(Cc2nc3ccc(C(=O)NCc4ccccc4C)cc3o2)cc1,-1.7%
COc1ccccc1NS(=O)(=O)c1cc2c(cc1Cl)NC(=O)CO2,0.0%

Structures shown so far that have an NH in an aromatic ring:
Molecule,Epigenetic derep
O=C(NCc1ccccc1Cl)c1cc(-c2ccccc2)n[nH]1,-2.2%
Cc1oc(-c2cccc(Br)c2)nc1CSc1nc2ncccc2[nH]1,0.0%
Cc1cc(NC(=O)c2oc3c(c2C)-c2[nH]ncc2CC3)ccc1Br,0.0%
CCOC(=O)c1cccc(NC(=O)c2sc3nc[nH]c(=O)c3c2C)c1,0.0%
Cc1cc(=O)c2cc(C(=O)Nc3ccccc3C)ccc2[nH]1,-3.9%
Cc1oc(-c2cccc(Cl)c2)nc1CSc1nc2ncccc2[nH]1,-1.2%

Later entries:
Molecule,Epigenetic derep
CCOc1ccc(CCNC(=O)c2ccc(CSCc3ccccc3C)o2)cc1OCC,4.7%
Cc1ccc(CNC(=O)CCS(=O)(=O)c2cc3c(cc2C)NC(=O)CO3)cc1,0.0%
COc1ccc(C(CC(=O)NCc2ccccc2)N2Cc3ccccc3C2=O)cc1 (stereo not drawn),-3.0%
Nc1cccc(-c2cn3ccsc3n2)c1,3.6%
Cc1cccc(C)c1NC(=O)Cn1nc(C)c2sc3ccccc3c2c1=O,-6.0%
Cc1ccccc1Nc1sc(C(=O)c2ccc3c(c2)OCO3)c(N)c1S(=O)(=O)c1ccccc1,1.1%
COc1cccc(NC(=O)C2CCC(CNS(=O)(=O)c3csc(C(N)=O)c3)CC2)c1 (stereo not drawn),-2.2%
CCCCNC(=O)C1CCC(Cn2c(=O)c3sccc3n(CC(=O)N3CCCC3)c2=O)CC1 (stereo not drawn),0.8%
COc1ccc(-c2nnc(SCC(=O)Oc3c(C)cccc3C)o2)cc1OC,-4.4%
CCOC(=O)c1c(S(=O)(=O)NCC(=O)NCc2ccccc2)c(C)n(C)c1C,-1.3%

Molecule,Epigenetic derep
COCCCNC(=O)c1c(C)nn(-c2ccc(F)cc2)c1-n1cccc1,2.1%
CCC(=O)N1CCCc2cc(S(=O)(=O)N3CCC(C(=O)NCc4ccc(F)cc4)CC3)ccc21,0.0%
CN1CCN(C(=O)Cn2c(-c3cccs3)cc3cc(Cl)ccc32)CC1,1.2%
O=C(CSc1nnc(-c2ccccc2F)o1)Nc1ccccc1Cl,0.0%
CCOC(=O)N1CCN(S(=O)(=O)N2CCCC(C(=O)NCc3ccccc3OC)C2)CC1 (stereo not drawn),-0.7%
CCc1sc(Nc2cccc(C)c2)nc1-c1cc2cccc(OC)c2oc1=O,0.0%
COc1ccc(NCc2cc3cc4c(cc3n(CC(=O)Nc3ccccc3)c2=O)OCO4)cc1,-3.8%
Cc1ccc(Cl)cc1-n1ncc2c(NCc3ccc(F)cc3)ncnc21,2.8%
CNc1ccc(-c2nc(-c3ccco3)no2)cc1[N+](=O)[O-],0.2%
Cc1ccc(-n2ncc(C(=O)N3CCN(c4ccccc4F)CC3)c2C2CCN(C(=O)OC(C)(C)C)CC2)cc1C,-1.3%

Cc1ccc(C)c(CSc2nc3ncccc3[nH]2)c1
- Epigenetic derep: 0.0%
Cc1ccc(NC(=O)CC(C)S(=O)(=O)c2ccc3c(c2)NC(=O)CO3)cc1C (stereo not drawn)
- Epigenetic derep: -0.4%
CCN(CC)S(=O)(=O)c1ccc2c(c1)N(CC(=O)NCc1ccccc1)C(=O)C1CCCCN21 (stereo not drawn)
- Epigenetic derep: 6.5%
CNC(=O)C1CCC(Cn2c(=O)c3sccc3n(CC(=O)Nc3ccc(C)cc3C)c2=O)CC1 (stereo not drawn)
- Epigenetic derep: 0.0%
Cc1ccc(S(=O)(=O)c2cn(C)c3cc(N4CCN(c5ccccc5)CC4)c(F)cc3c2=O)cc1
- Epigenetic derep: -0.2%
Cc1ccc(C(c2sc3nc(-c4ccco4)nn3c2O)N2CCCC2)cc1 (stereo not drawn)
- Epigenetic derep: 1.1%
CC(C)(C)C(=O)CSc1nc2ccsc2c(=O)n1Cc1ccccc1F
- Epigenetic derep: 2.1%
CCc1ccc(NC(=O)Cc2c(C(=O)O)c(C)cn2C)cc1
- Epigenetic derep: -0.5%
Cc1cc(C)cc(NC(=O)Cn2nc(N3CCN(c4ccccc4)CC3)ccc2=O)c1
- Epigenetic derep: -0.8%
CC(=O)N1CCCc2cc(S(=O)(=O)N3CCC(C(=O)Nc4ccc(C)cc4Cl)CC3)ccc21
- Epigenetic derep: 1.4%

CCCNC(=O)CN1C(=O)c2c(c3ccccc3n2C)C1c1ccc(OC)cc1 (stereo not drawn)
- Epigenetic derep: 7.8%
Cc1c(Cl)cccc1-c1ccc(CNCCCSc2nnnn2C)o1
- Epigenetic derep: 0.0%
CCC(C(=O)Nc1cccc(C#N)c1)n1c(=O)c(-c2ccccc2NC(C)=O)nc2ccccc21 (stereo not drawn)
- Epigenetic derep: -1.6%
OCc1cnc(SCc2ccccc2F)n1Cc1ccc(F)cc1
- Epigenetic derep: 0.0%
Cc1cccc(C)c1OCC(=O)N(Cc1ccc(Cl)cc1)CC1CCCO1 (stereo not drawn)
- Epigenetic derep: -1.6%
COc1ccc(CNS(=O)(=O)c2cnc(N)nc2)c(OC)c1
- Epigenetic derep: 0.0%
Cc1ccc(NC(=O)C2CCCN2S(=O)(=O)c2ccc3c(c2)CCCC(=O)N3)cc1Cl (stereo not drawn)
- Epigenetic derep: 1.7%
O=C(Nc1ccc(F)cc1Cl)c1cnc(N2CCOCC2)c2ccccc12
- Epigenetic derep: 0.0%
CCn1nc(C)c(CCN(C)C(=O)Nc2cccc(Cl)c2C)c1C
- Epigenetic derep: -1.3%
CSc1ncc(C(=O)N2CCN(c3ccc(F)cc3)CC2)c(C)n1
- Epigenetic derep: 0.0%

CCCCN(CC)CCNC(=O)c1nn(C)c2c1CS(=O)(=O)c1ccccc1-2
- Epigenetic derep: 0.0%
COc1ccc(-c2nnc(SCC(=O)Nc3cccc(C)c3)s2)cc1
- Epigenetic derep: 2.8%
CCc1ccc(NC(=O)Cn2ccn(-c3ccc(OC)cc3)c(=O)c2=O)cc1
- Epigenetic derep: 0.0%
CCCCNC(=O)CSc1nc2cc3c(cc2c(=O)n1CCCCCC(=O)NCc1ccc(OC)cc1)OCO3
- Epigenetic derep: -0.2%
O=C1Nc2ccccc2C1Cc1ccc(Br)cc1 (stereo not drawn)
- Epigenetic derep: 0.0%
CC(=O)Nc1ccc(NCc2nnc3n2CCCCC3)cc1
- Epigenetic derep: -1.1%
CCCn1c2ccccc2c2cnn(CC(=O)NCCc3ccccc3)c(=O)c21
- Epigenetic derep: -1.1%
Cc1ccc(-n2ncc3c(NCCc4ccccc4)ncnc32)cc1Cl
- Epigenetic derep: 7.2%
COc1ccc(Cl)cc1Nc1ncnc2c1c(-c1ccccc1)cn2-c1ccccc1
- Epigenetic derep: 0.0%
Cc1ccc(N2C(=O)CCSC23C(=O)N(Cc2ccc(F)cc2)c2ccccc23)cc1 (stereo not drawn)
- Epigenetic derep: 0.0%

Cn1c(CNC(=O)CSc2nc(-c3cccc(Cl)c3)nc3cc(=O)[nH]n23)nc2ccccc21
- Epigenetic derep: 8.0%
O=C(NCCc1ccc(Cl)cc1)C(=O)NCC(c1ccco1)S(=O)(=O)c1ccccc1 (stereo not drawn)
- Epigenetic derep: 6.9%
CCN(CC)c1ccc(NC(=O)COCc2cc(-c3ccc4c(c3)OCO4)on2)c(C)c1
- Epigenetic derep: -0.4%
CCn1nc(C)c(CCN(C)C(=O)Nc2cc(C)cc(C)c2)c1C
- Epigenetic derep: -4.0%
CCc1nnc(SC(CC)C(=O)Nc2cc(C)ccc2C)c2cc3occc3n12 (stereo not drawn)
- Epigenetic derep: 2.8%
CCN(CC)CCNC(=O)c1ccc(-c2nc(CS(=O)(=O)c3ccc(C)cc3)c(C)o2)cc1
- Epigenetic derep: 4.1%
COc1ccc(C)c2sc(N3CCN(C(=O)c4ccco4)CC3)nc12
- Epigenetic derep: 3.3%
O=C(COc1ccc(F)cc1)OCc1cc(=O)n2nc(C3CC3)sc2n1
- Epigenetic derep: 0.8%
COc1ccc(Cn2c(C(=O)O)c(CNC3CCCCC3)c3ccc(C)cc32)cc1
- Epigenetic derep: -1.5%
Cc1ccc(Cn2ccn(Cc3ccc(C)cc3)c(=O)c2=O)cc1
- Epigenetic derep: 1.4%
Cc1cccc(NC(=O)C(=O)NCC(c2cccnc2)N2CCc3ccccc3C2)c1C (stereo not drawn)
- Epigenetic derep: 0.0%
